Coupling enz: inhibits coupling enzyme system, counter-screen for aldolase hits; coupling enzyme system counterscreen, AmpLite Red fluorescence; activity change, negative = inhibition, % at 58.2 µM, hits read low; 0.67% of 290,000 active; in the data active = activity change below about -30%
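First, compound is pin-transferred into glyceraldehyde-3-phosphate coupling-enzyme reagent at 57.5 uM final and held 10 min at RT. Next, substrate, coupling system and AmpLite Red are added. After 20 min RT, fluorescence (525/598 nm) is read.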
Active calls of the source: *; & = joins results of further samples. % is scaled to controls: 0 for no effect and ±100 for the full control effect.

SMILES	Coupling enz
COc1ccc([C@@H]2CC(=O)c3c(O)cc(O[C@@H]4O[C@H](CO[C@@H]5O[C@@H](C)[C@H](O)[C@@H](O)[C@H]5O)[C@@H](O)[C@H](O)[C@H]4O)cc3O2)cc1	0
COc1cccc(OC)c1OCCNC[C@@H]1COc2ccccc2O1	4
CC1C(O)CC2C(C(=O)O)=CO[C@@H](O[C@H]3OC(CO)C(O)C(O)C3O)C21 (stereo not given in full)	-1
CCCCCC(O)/C=C/C=C\CCCCCCCC(=O)O (stereo not given)	-2
O=C(c1ccco1)N1CCC[C@@]2(CCN(c3ccccc3)C2)C1	2
COc1ccc(CNc2cc(-c3ccccc3OC)ncn2)c(OC)c1	1
COCC(=O)N1CCC[C@@]2(CCN(C(=O)Nc3ccccc3)C2)C1	2
Cc1cccc(O)c1	1&3
C/C(CCN1CCc2nc(-c3ccccc3)c(-c3ccccc3)cc2C1)=N\O[C@@H](C)CN1CCCCc2nc(C)c(C)cc21	4
CCCn1c(C)nc2c(NCCO)nc(C)nc21	-1
COc1ccc(/C=C/N(CCc2ccc(OC)c(OC)c2)C(=O)C(F)(F)F)cc1	0
COc1cccc(Cn2c(=O)c(CCc3ccccc3)nc3cnc(N(C)C)nc32)c1	-3
C[C@@H]1Oc2ccccc2C=C1/C=C/C(=O)O	0
COc1ccc(C(=O)N2CCC[C@@]3(CCN(c4ccccc4)C3)C2)cc1	-1
COCCn1c(=O)c(-c2ccc(OC)cc2)nc2cnc(N3CCOCC3)nc21	3
CS(=O)(=O)Nc1cccc(-c2cc(Nc3ccccc3)ncn2)c1	-3
CC[C@H](C)[C@H](NC(=O)[C@H](Cc1ccccc1)NC(=O)[C@H](CCC(=O)O)NC(=O)[C@H](CCCCN)NC(=O)[C@H](C)NC(=O)[C@H](C)NC(=O)[C@H](CCC(N)=O)NC(=O)CNC(=O)[C@H](CCC(=O)O)NC(=O)[C@H](CC(C)C)NC(=O)[C@H](Cc1ccc(O)cc1)NC(=O)[C@H](CO)NC(=O)[C@H](CO)NC(=O)[C@@H](NC(=O)[C@H](CC(=O)O)NC(=O)[C@H](CO)NC(=O)[C@@H](NC(=O)[C@H](Cc1ccccc1)NC(=O)[C@@H](NC(=O)CNC(=O)[C@H](CCC(=O)O)NC(=O)[C@H](C)NC(=O)[C@@H](N)Cc1cnc[nH]1)[C@@H](C)O)[C@@H](C)O)C(C)C)C(=O)N[C@@H](C)C(=O)N[C@@H](Cc1c[nH]c2ccccc12)C(=O)N[C@@H](CC(C)C)C(=O)N[C@H](C(=O)N[C@@H](CCCCN)C(N)=O)C(C)C	1
COCCn1c(=O)c(-c2cccc(C#N)c2)nc2cnc(OC)nc21	1
COCCn1c(=O)c(-c2ccc(Cl)cc2)nc2cnc(Nc3ccccc3)nc21	3
COc1cc([C@H]2c3cc4c(cc3[C@@H](O)[C@@H]3COC(=O)[C@H]23)OCO4)cc(OC)c1OC	1
O=C(O)c1cc(N=Nc2ccc(-c3ccc(N=Nc4ccc(O)c(C(=O)O)c4)cc3)cc2)ccc1O	13
COc1ccc(C(=O)N2CCC3(CC2)CN(CC(C)C)C3)cc1	-3
COc1ccc(Oc2ncc3nc(-c4cccs4)c(=O)n(CCC#N)c3n2)cc1	-9
CC(=O)OC1CCC2(O)CC1(C)CCC1C2CC1(C)C (stereo not given)	7
Cc1cccc(C(=O)N2CCC(=O)N([C@H](COCc3ccccc3)Cc3ccccc3)CC2)c1	1
O=S(=O)(c1ccccc1)N1CCC2(CCCN(C(c3ccccc3)c3ccccc3)C2)CC1	-1
Cc1cc2c(nc1C)CCCN2CC(O)CN1CCCc2nc(C)c(C)cc21	-2
COc1ccc(-c2oc3ccc(C)cc3c(=O)c2O)cc1OC	2
CCN1C(=O)[C@H]2[C@H]3[C@H](O)[C@H](O)C/C(=N/O[C@@H](C)c4cn([C@H]5COC[C@H]5O)nn4)[C@@H]3CC[C@@H]2C1=O	-1
CN(C)Cc1ccccc1-c1cncnc1NCc1cccnc1	-4
C=CCC1C=CC(OC(=O)OCC)C(COC(=O)OCC)O1 (stereo not given)	0
CC(=O)OCC1OC(c2cc(C)cc(C)c2)C=CC1OC(C)=O (stereo not given)	0
CCCN1CC(CSC)C[C@H]2c3cccc4[nH]cc(c34)C[C@H]21 (stereo not given in full)	1
NC(=O)c1cc[n+](CC2=C(C(=O)O)N3C(=O)C(NC(=O)C(c4ccccc4)S(=O)(=O)[O-])C3SC2)cc1 (stereo not given)	0
COc1ccc2c(c1)O[C@@H](c1cccc(C(F)(F)F)c1)[C@H](OC(=O)Nc1ccc(C)c(Br)c1)C2=O	3
CCN1C(=O)[C@H]2[C@H]3[C@H](O)[C@H](O)C/C(=N/NC(=O)OCc4ccccc4)[C@@H]3CC[C@@H]2C1=O	4
CCCC[C@H]1C[C@@H]1[C@@H]1N(C(C)=O)[C@H](c2cccc(OC)c2)CC12CC2	-1
CC(=O)NCCNc1ccnc(-c2ccccc2C)n1	-1
CC(=O)c1ccc(C2C=CC(Oc3ccc(-c4ccccc4)cc3)C(CO)O2)cc1 (stereo not given)	-1
CCCCCCCCCCC1=C(C)C(=O)C(OC)=C(OC)C1=O	-44*
COc1cccc([C@@H]2Oc3ccc(OC)cc3/C(=N/O[C@@H](C)c3cn([C@H]4COC[C@H]4O)nn3)[C@@H]2O)c1	-1
CC[C@H](C)[C@H](NC(=O)[C@H](CCC(=O)O)NC(=O)[C@@H](N)CO)C(=O)N[C@@H](CCC(N)=O)C(=O)N[C@@H](CC(C)C)C(=O)N[C@@H](CCSC)C(=O)N[C@@H](Cc1cnc[nH]1)C(=O)N[C@@H](CC(N)=O)C(=O)N[C@@H](CC(C)C)C(=O)NCC(=O)N[C@@H](CCCCN)C(=O)N[C@@H](Cc1cnc[nH]1)C(=O)N[C@@H](CC(C)C)C(=O)N[C@@H](CC(N)=O)C(=O)N[C@@H](CO)C(=O)N[C@@H](CCSC)C(=O)N[C@@H](CCC(=O)O)C(=O)N[C@@H](CCCNC(=N)N)C(=O)N[C@H](C(=O)N[C@@H](CCC(=O)O)C(=O)N[C@@H](Cc1c[nH]c2ccccc12)C(=O)N[C@@H](CC(C)C)C(=O)N[C@@H](CCCNC(=N)N)C(=O)N[C@@H](CCCCN)C(=O)N[C@@H](CCCCN)C(=O)N[C@@H](CC(C)C)C(=O)N[C@@H](CCC(N)=O)C(=O)N[C@@H](CC(=O)O)C(=O)N[C@H](C(=O)N[C@@H](Cc1cnc[nH]1)C(=O)N[C@@H](CC(N)=O)C(=O)N[C@@H](Cc1ccccc1)C(=O)O)C(C)C)C(C)C	-5
CCC[C@@H]1CC(C(=O)NC(C2O[C@H](SC)C(OP(=O)(O)O)[C@H](O)[C@H]2O)[C@H](C)Cl)N(C)C1 (stereo not given in full)	0
OC[C@@H](O)C(O)[C@H](O)[C@H](O)CO (stereo not given in full)	-2
COC(=O)[C@@]1(Cc2ccc(OC)cc2)[C@H]2c3cc(C(=O)N4CCCC4)n(CCc4c[nH]c5cc(F)ccc45)c3C[C@H]2CN1C(=O)c1ccccc1	-1
C[C@H]1[C@H]2CC[C@H]3[C@@H]4CC=C5C[C@@H](N(C)C)CC[C@]5(C)[C@H]4CC[C@]23CN1C	3
O=C1C(Cl)=C(NC2CCc3ccccc32)C(=O)c2ncccc21 (stereo not given)	-7
COC(=O)[C@H](Cc1ccccc1)NC(=O)O[C@@H]1C(=O)c2cc(Br)ccc2O[C@H]1c1ccc2c(c1)OCO2	2
CCN(CC)CCCN1C=C2C(=O)C(C)(OC(=O)c3cccs3)C(=O)C=C2C=C1CCCC(=O)OC (stereo not given)	-1
CCCCCCCCOc1c(OC)cc(/C=C/C(=O)N2CCN(c3ccc(C)c(C)c3)CC2)cc1OC	0
CC(C)CN1CC2(CCN(C(=O)c3csnn3)CC2)C1	3
O=c1c(O)c(-c2cc(O)c(O)c(O)c2)oc2cc(O)ccc12	-10
O=C(O)c1cccc(/C=C2/C[C@@H]3[C@@H](/C=C/[C@@H](O)C4CCCCC4)[C@H](O)C[C@@H]3O2)c1	6
CC(C)CN1CCc2nc(-c3ccccc3)c3c(c2C1)COC(C)C3 (stereo not given)	-3
CC(=O)OCC1OC(c2ccc(C(C)=O)cc2)C=CC1OC(C)=O (stereo not given)	1
c1cncc(CNc2cc(-c3ccoc3)ncn2)c1	-3
C=C(C)C(=O)c1ccc(F)cc1	2
Nc1ccccc1S(=O)(=O)Nc1cccc2cccnc12	-48*
CO/N=C(/C)CCC(=O)OC[C@@H]1O[C@H](C#Cc2ccccc2)C=C[C@@H]1Oc1ccc(C)cc1	5
O=C1[C@H]2[C@H]3[C@H](O)[C@H](O)C/C(=N/OCc4ccccc4)[C@H]3CC[C@@H]2C(=O)N1c1cccc(Oc2ccccc2)c1	1

5 entries drawn at random from those above:
SMILES	Coupling enz
CO/N=C(/C)CCC(=O)OC[C@@H]1O[C@H](C#Cc2ccccc2)C=C[C@@H]1Oc1ccc(C)cc1	5
CCC[C@@H]1CC(C(=O)NC(C2O[C@H](SC)C(OP(=O)(O)O)[C@H](O)[C@H]2O)[C@H](C)Cl)N(C)C1 (stereo not given in full)	0
CC[C@H](C)[C@H](NC(=O)[C@H](Cc1ccccc1)NC(=O)[C@H](CCC(=O)O)NC(=O)[C@H](CCCCN)NC(=O)[C@H](C)NC(=O)[C@H](C)NC(=O)[C@H](CCC(N)=O)NC(=O)CNC(=O)[C@H](CCC(=O)O)NC(=O)[C@H](CC(C)C)NC(=O)[C@H](Cc1ccc(O)cc1)NC(=O)[C@H](CO)NC(=O)[C@H](CO)NC(=O)[C@@H](NC(=O)[C@H](CC(=O)O)NC(=O)[C@H](CO)NC(=O)[C@@H](NC(=O)[C@H](Cc1ccccc1)NC(=O)[C@@H](NC(=O)CNC(=O)[C@H](CCC(=O)O)NC(=O)[C@H](C)NC(=O)[C@@H](N)Cc1cnc[nH]1)[C@@H](C)O)[C@@H](C)O)C(C)C)C(=O)N[C@@H](C)C(=O)N[C@@H](Cc1c[nH]c2ccccc12)C(=O)N[C@@H](CC(C)C)C(=O)N[C@H](C(=O)N[C@@H](CCCCN)C(N)=O)C(C)C	1
CC(=O)OC1CCC2(O)CC1(C)CCC1C2CC1(C)C (stereo not given)	7
CS(=O)(=O)Nc1cccc(-c2cc(Nc3ccccc3)ncn2)c1	-3

The listing continues:
SMILES	Coupling enz
CC(C)c1ccc2c(c1)CC[C@@H]1[C@@](C)(CN)CCC[C@]21C	0
c1ccc(Nc2ncnc3ccc(-c4ccoc4)cc23)cc1	2
COC(=O)[C@@H]1C[C@H]1[C@@H](N)c1ccccc1	3
O=C(NCc1cc(F)cc2c1OCCO2)[C@H]1C[C@@H]1[C@H](NP(=O)(c1ccccc1)c1ccccc1)c1ccccc1	-1
Fc1ccc(Nc2ccnc(-c3ccoc3)n2)cc1	-2
COc1cccc(-c2cncnc2NCCc2cnc[nH]2)c1	2
CC(O)(c1ccc(Cl)cc1)c1ccc(Cl)cc1	-2
O=C(Cc1ccccc1I)Nc1ccccc1	0
COc1ccccc1CN1CCCC2(CCN(C(=O)c3cccn3C)CC2)C1	3
CC1CC[C@]2(CO)CC[C@]3(C)C(=CCC4[C@@]5(C)CCC(O)C(C)(C)C5CC[C@@]43C)C2C1C (stereo not given in full)	0
C/C(CCC(=O)OC[C@@H]1O[C@H](C#Cc2ccccc2)C=C[C@@H]1Oc1ccc(C)cc1)=N/O[C@@H](C)CN1CCCCc2nc(C)c(C)cc21	0
COC(=O)N1[C@H](C)C=C[C@]1(Cc1ccccc1)C(=O)NCc1ccccn1	-1
COc1cc2c(cc1CC=C(C)C)C(=O)C[C@@H](c1ccc(O)cc1)O2	1
COc1ccc(NC(=O)N2CCC3(CC2)CCN(C(=O)c2ccco2)CC3)cc1	-4
CC(=O)c1ccc(C2C=CC(O)C(CO)O2)cc1 (stereo not given)	1
CS(=O)(=O)N1CCC[C@@]2(CCN(C(=O)Nc3cccc(C#N)c3)C2)C1	0
NC(=O)C1O[C@@H](O)[C@H](O)[C@@H](O)[C@H]1O (stereo not given in full)	0
COc1ccc(-c2nc3cnc(OC)nc3n(Cc3cccc(OC)c3)c2=O)cc1	-2
COC(=O)CC1C(C)(C)C2(O)OC34CC2C(=O)[C@@]1(C)C3CC[C@]1(C)C4=CC(=O)OC1c1ccoc1 (stereo not given in full)	0
CCN1C(=O)[C@H]2[C@H]3[C@H](O)[C@H](O)C/C(=N/OC[C@@H](O)[C@H]4O[C@H]5OC(C)(C)O[C@H]5[C@@H]4O)[C@@H]3CC[C@@H]2C1=O	-1
CC(C)CN1CCCC2(CCN(C(=O)c3cccc(F)c3)CC2)C1	0
CCCC[C@@H](C)/C=C(C)/C=C(\C)C(=O)NC1=C[C@@](O)(/C=C/C=C/C=C/C(=O)NC2=C(O)CCC2=O)[C@@H]2O[C@@H]2C1=O	1
OC1C=C2CCN3Cc4cc5c(cc4C(C1O)C23)OCO5 (stereo not given)	-5
O=C(c1ccco1)N1CCC2(CCN(Cc3ccncc3)CC2)CC1	-1
CN(C)Cc1ccccc1-c1nccc(Nc2ccc(F)cc2)n1	3
N#CCCn1cnc2c1NC=NC2Cl (stereo not given)	1
c1nc(NCCN2CCOCC2)c2cc(-c3ccoc3)ccc2n1	-4
COc1ccc(-c2nc3cnc(OC)nc3n(-c3ccc(OC)cc3)c2=O)cc1	5
CCCCCCN(C(=O)CCCCCN1C(=O)NC(c2ccc(-c3ccccc3)cc2)C(C(=O)OCc2ccccc2)=C1C)C(C(=O)NCCCC)c1ccc(OCC(=O)O)c(C(=O)O)c1 (stereo not given)	4
CO[C@@H]1COC(=O)CC=C[C@@H](C)[C@@H]2C=C[C@H](O)[C@@H](COC(=O)[C@H](C)NC(=O)CC=C[C@H]1C)O2	1
COc1ccc(NC(=O)N2CC3(CCN(C(C)=O)CC3)C2)cc1	0
C/C=C/C(=O)C[C@H]1CC[C@@H](C)[C@@H](CCO)O1	1
CCCCNC(=O)C(c1ccc(OCC(=O)OC)c(C(=O)OC)c1)N(CCC1=CCCCC1)C(=O)CCCCCN1C(=O)NC(c2ccc(-c3ccccc3)cc2)C(C(=O)OCc2ccccc2)=C1C (stereo not given)	0

Exported with each value named: part of the list above
canonical_smiles: CO[C@@H]1COC(=O)CC=C[C@@H](C)[C@@H]2C=C[C@H](O)[C@@H](COC(=O)[C@H](C)NC(=O)CC=C[C@H]1C)O2
  Coupling enz = 1

canonical_smiles: C/C=C/C(=O)C[C@H]1CC[C@@H](C)[C@@H](CCO)O1
  Coupling enz = 1

The list is partial; rates above refer to the full screens.
